# Pf Dd2 growth: P. falciparum Dd2 growth inhibition. SYBR Green, 72 h; hits give low values. activity change, % at 10 µM. 2.3% of 94,000 active; in the data active = activity change below about -80%; inconclusive = no clear call, values can overlap the other calls
# C diff HTS: C. difficile growth inhibition; AID 1259249; Clostridium difficile clinical isolate growth, OD600, 24 h; hits give low values; growth activity, negative = inhibition, % at 16 µg/mL (by protocol); 0.25% of 86,000 active;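 active = mean growth activity at or below -80% and every replicate also at or below -80%; inconclusive = mean at or below -80% but some replicate above -80%; inactive = mean growth activity above -80%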;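 note: 0% = DMSO wells and -100% = levofloxacin 16 µg/mL wells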
# Tcruzi prolif: inhibitors of T. cruzi proliferation | T. cruzi beta-gal in NIH3T3, GalScreen luminescence, 90 h | inhibition, % at 8.34 µM | 5.9% of 77,000 active;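 active = mean inhibition above about 93%, with at least 55% of replicates each passing it, limit read from the data, passing the limit was not always enough; inconclusive = only one of those two conditions holds; inactive = neither condition holds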
# GASC1 inh: KDM4C (human) demethylase inhibition | 0.15% of 96,000 active | inhibition, % at 12.5 µM | GST-KDM4C 2-372, H3K9me3 peptide, LANCE TR-FRET | AID 720574;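 active = mean replicate inhibition above about 25%, with at least 55% of replicates also reaching it, limit read from the data, passing the limit was not always enough; inconclusive = only one of those two conditions met; inactive = neither condition met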
# Target sequence (Q9H3R0 2-372 limits assumed): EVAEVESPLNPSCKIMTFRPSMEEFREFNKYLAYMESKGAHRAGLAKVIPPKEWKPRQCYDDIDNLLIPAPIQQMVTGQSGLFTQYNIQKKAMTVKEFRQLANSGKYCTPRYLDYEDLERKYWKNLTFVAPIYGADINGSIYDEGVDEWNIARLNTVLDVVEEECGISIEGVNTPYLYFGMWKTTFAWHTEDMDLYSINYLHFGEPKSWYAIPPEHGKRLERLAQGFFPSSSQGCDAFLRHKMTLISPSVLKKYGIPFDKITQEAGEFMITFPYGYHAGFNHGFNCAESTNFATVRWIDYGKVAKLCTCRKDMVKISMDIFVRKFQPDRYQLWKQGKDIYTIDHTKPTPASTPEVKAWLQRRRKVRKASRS
#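 Material: N-terminal GST-fused human GASC-1 (KDM4C) fragment, residues 2-372. Input: 10 nM enzyme. Incubation: enzyme reaction 30 min, then detection 60 min, both room temperature. Doses: one test concentration per compound. Read-out basis: inhibition from TR-FRET ratio decrease. Detection: LANCE TR-FRET, excitation 340 nm, emissions 618 and 671 nm.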
# * hit, by the source's call; ? = inconclusive; / = not tested or not shown; & = joins results of further samples.
SMILES,Pf Dd2 growth,C diff HTS,Tcruzi prolif,GASC1 inh
Cc1ccc(S(=O)(=O)N[C@@H]2C=C[C@@H](CC(=O)NC3CCCCC3)O[C@@H]2CO)cc1,-1.8,-4.8,-22.2,-0.6
COc1ccc(S(=O)(=O)Nc2ccc3c(c2)C(=O)N([C@@H](C)CO)C[C@H](C)[C@@H](CN(C)C)OCCCC[C@H](C)O3)cc1,-4.0,6.8,43.3,1.1
C[C@@H]1CN([C@@H](C)CO)C(=O)Cc2cc(NC(=O)Cn3cnnn3)ccc2O[C@H]1CN(C)Cc1ccccc1,-22.9,0.4,51.6,0.6
C[C@H](CO)N1C[C@H](C)[C@@H](CN(C)Cc2ccncc2)Oc2ccc(NS(=O)(=O)c3ccccc3)cc2CC1=O,-15.1,2.5,-26.1,12.5
CNC[C@H]1OCCCC[C@@H](C)Oc2ccc(NC(=O)Nc3ccccc3)cc2C(=O)N([C@H](C)CO)C[C@H]1C,-38.9,2.8,8.7,/
CO[C@@H]1CN(C)C(=O)c2ccc(NC(=O)c3ccccc3)cc2OC[C@H](C)N(C(C)=O)C[C@@H]1C,-25.8,-7.1,/,1.8
COc1ccc(S(=O)(=O)Nc2ccc3c(c2)CC(=O)N([C@@H](C)CO)C[C@H](C)[C@@H](CN(C)S(=O)(=O)c2cccs2)O3)cc1,-5.6,1.5,15.1,0.3
O=C(C[C@@H]1C=C[C@@H](NC(=O)c2ccncc2)[C@@H](CO)O1)NCc1ccncn1,15.9,1.1,/,-3.7
C[C@H]1CCCCO[C@H](CN(C)Cc2ccc3c(c2)OCO3)[C@@H](C)CN([C@@H](C)CO)C(=O)c2cc(NS(=O)(=O)c3ccc(Cl)cc3)ccc2O1,-53.2,/,?,-0.4
CC(C)NC(=O)N(C)C[C@@H]1Oc2ncc(C#CC3CCCCC3)cc2C(=O)N([C@@H](C)CO)C[C@@H]1C,-31.4,2.2,-31.6,-1.9
CNC[C@H]1Oc2ccc(NC(=O)CCC(F)(F)F)cc2C(=O)N([C@H](C)CO)C[C@H]1C,-5.3,-4.5,-8.7,0.7
Cc1noc(C)c1S(=O)(=O)Nc1ccc2c(c1)CC(=O)N([C@H](C)CO)C[C@@H](C)[C@H](CN(C)S(=O)(=O)c1cccs1)O2,-45.9,-2.3,4.6,0.0
C[C@@H]1CN([C@@H](C)CO)C(=O)Cc2cc(NC(=O)Nc3ccccc3)ccc2O[C@H]1CN(C)Cc1ccc(C(=O)Nc2ccccc2N)cc1,-5.3,10.6,/,1.9
C[C@@H]1CN([C@H](C)CO)C(=O)c2cccc(NC(=O)Nc3ccc(C(F)(F)F)cc3)c2O[C@H]1CN(C)Cc1ccccc1,-33.1,11.3,61.3,0.3
CN(C)C(=O)[C@@H]1[C@@H](CO)[C@@H]2Cn3c(ccc(-c4ccccc4)c3=O)[C@@H]2N1Cc1ccccc1F,2.7,10.7,-0.3,4.0
COc1ccc(S(=O)(=O)N(C)C[C@H]2OCCCC[C@@H](C)Oc3ccc(NC(=O)C4CCCCC4)cc3C(=O)N([C@@H](C)CO)C[C@H]2C)cc1,-59.3,-11.3,57.1,0.7
C[C@@H]1CN([C@@H](C)CO)C(=O)CCCn2nncc2CO[C@H]1CN(C)C(=O)Nc1ccc2c(c1)OCCO2,2.1,-0.3,7.3,/
COc1ccc(S(=O)(=O)Nc2ccc3c(c2)CC(=O)N([C@@H](C)CO)C[C@@H](C)[C@@H](CN(C)C(=O)NC(C)C)O3)cc1,24.4,3.5,22.0,-0.4
C[C@H]1CN([C@@H](C)CO)C(=O)c2cccc(NC(=O)c3ccncc3)c2O[C@@H]1CN(C)C(=O)Nc1ccc2c(c1)OCO2,-3.3,-2.9,-184.8,2.4
C[C@H](CO)N1C[C@H](C)[C@@H](CN(C)C)Oc2c(NC(=O)C3CCOCC3)cccc2C1=O,-1.1,3.8&2.9,/,1.8
O=C(Nc1cc(Cl)cc(Cl)c1)N[C@@H]1CC[C@@H](CCNS(=O)(=O)c2cccc(F)c2)O[C@H]1CO,-11.3,10.4,60.5,-2.7
O=C(NC1CCCC1)[C@@H]1[C@@H](CO)[C@@H]2Cn3c(ccc(-c4cccnc4)c3=O)[C@H]1N2CCc1ccccc1,8.9,1.0,-40.6,0.4
CC(C)CC#Cc1ccc2c(c1)O[C@@H](CN(C)S(=O)(=O)c1cccc(F)c1)[C@H](C)CN([C@@H](C)CO)S2(=O)=O,?,10.4,110.2*,4.6
COc1ccc2c3c(n(C)c2c1)[C@H](CO)N(C(C)=O)CC31CCN(Cc2ccccc2OC)CC1,-60.1,-2.0,/,-0.4
Cc1noc(C)c1NC(=O)Nc1cccc2c1O[C@@H](CN(C)C(=O)Nc1c(C)noc1C)[C@H](C)CN([C@H](C)CO)C2=O,19.0,4.4,27.6,-2.5
COc1ccc2c3c([nH]c2c1)[C@H](CO)N(C(C)=O)CC31CN(C(=O)Nc2ccc(F)cc2)C1,1.0,2.0,/,-1.6
CC(C)NC(=O)Nc1ccc2c(c1)CC(=O)N([C@@H](C)CO)C[C@@H](C)[C@H](CN(C)Cc1ccc(Oc3ccccc3)cc1)O2,?,-12.0,101.4*,3.0
COc1ccc(C(=O)N2C[C@@H]3[C@H](c4ccccc42)[C@@H](CO)N3C(=O)c2cccc(F)c2)cc1,-16.6,0.4,30.4,5.8
C[C@@H]1CN([C@H](C)CO)C(=O)c2cccc(NS(=O)(=O)c3ccc(Cl)cc3)c2O[C@@H]1CN(C)CC1CC1,2.1,/,86.4,0.9
C[C@@H]1CN([C@@H](C)CO)C(=O)CCCn2cc(nn2)CO[C@@H]1CN(C)C(=O)NC1CCCC1,-12.0,/,-8.6,0.6
O=C(C[C@@H]1CC[C@@H](NS(=O)(=O)c2ccc(F)cc2)[C@H](CO)O1)NCc1ccccc1F,24.7,-0.4,/,0.3
CCC(=O)Nc1ccc2c(c1)C(=O)N(C)C[C@@H](OC)[C@@H](C)CN[C@H](C)CO2,4.2,-19.0,23.3,0.0
CC(C)COC(=O)N(C)C[C@H]1OCc2cn(nn2)CCCC(=O)N([C@@H](C)CO)C[C@@H]1C,-18.9&8.6,6.0&-1.3,-21.9&-74.5,-1.4
COc1cccc(-c2ccc([C@@H]3[C@@H](CO)N4CCCCN(C(=O)c5ccc(F)cc5)C[C@@H]34)cc2)c1,-41.6,-6.3,70.7,-0.9
CCC(=O)N1CC2(CCN(C(=O)Cc3ccccc3)CC2)c2c(n(C)c3cc(OC)ccc23)[C@@H]1CO,-44.0,2.2,/,-1.1
Cc1ccc(S(=O)(=O)N(C)C[C@H]2Oc3c(NS(=O)(=O)c4cccs4)cccc3C(=O)N([C@@H](C)CO)C[C@H]2C)cc1,-42.1,-14.0,42.0,13.1
CN(C)C(=O)C[C@@H]1C[C@H]2c3cc(NC(=O)C4CCOCC4)ccc3O[C@H]2[C@@H](CO)O1,16.1,2.2,-27.8,-0.4
C[C@@H]1CN([C@H](C)CO)C(=O)c2cc(NC(=O)NC3CCCCC3)ccc2O[C@@H]1CN(C)Cc1ccc(-c2ccccc2)cc1,13.8,-0.7,48.3,-2.3
CC(C)CC#Cc1cnc2c(c1)C(=O)N([C@@H](C)CO)C[C@@H](C)[C@@H](CN(C)C(=O)CCN1CCCCC1)O2,5.0,-9.3,26.2,-2.8
C[C@@H]1CN([C@H](C)CO)C(=O)c2cccc(NC(=O)Nc3cccc4ccccc34)c2O[C@H]1CN(C)C(=O)Nc1ccc(C(F)(F)F)cc1,-42.6,63.0,42.2,1.7
CC(=O)N(C)C[C@@H]1Oc2ncc(-c3cccc(F)c3)cc2C(=O)N([C@H](C)CO)C[C@@H]1C,16.3,-0.2,-6.6,-0.5
COc1ccc(C[C@H]2CCc3cnnn3COC[C@H](C(C)C)NC2=O)cc1,/,2.3,/,0.0
Cc1ccc(S(=O)(=O)N(C)C[C@@H]2Oc3c(NC(=O)Nc4ccccc4)cccc3C(=O)N([C@H](C)CO)C[C@@H]2C)cc1,-33.6,23.5,-18.6,/
CCCNC(=O)N1C[C@H]2[C@@H](c3ccccc31)[C@H](CO)N2C(=O)NC(C)C,10.7,-4.2,8.8,-0.8
C/C=C/c1ccc([C@H]2[C@@H](CO)N(C(C)=O)C23CN(C(=O)c2ccc(F)cc2)C3)cc1,-36.5,-1.5,/,1.8

# Not a retest: an excerpt of the list.
SMILES,Pf Dd2 growth,C diff HTS,Tcruzi prolif,GASC1 inh
O=C(C[C@@H]1CC[C@@H](NS(=O)(=O)c2ccc(F)cc2)[C@H](CO)O1)NCc1ccccc1F,24.7,-0.4,/,0.3
CCC(=O)Nc1ccc2c(c1)C(=O)N(C)C[C@@H](OC)[C@@H](C)CN[C@H](C)CO2,4.2,-19.0,23.3,0.0
CC(C)COC(=O)N(C)C[C@H]1OCc2cn(nn2)CCCC(=O)N([C@@H](C)CO)C[C@@H]1C,-18.9&8.6,6.0&-1.3,-21.9&-74.5,-1.4
COc1cccc(-c2ccc([C@@H]3[C@@H](CO)N4CCCCN(C(=O)c5ccc(F)cc5)C[C@@H]34)cc2)c1,-41.6,-6.3,70.7,-0.9
CCC(=O)N1CC2(CCN(C(=O)Cc3ccccc3)CC2)c2c(n(C)c3cc(OC)ccc23)[C@@H]1CO,-44.0,2.2,/,-1.1
Cc1ccc(S(=O)(=O)N(C)C[C@H]2Oc3c(NS(=O)(=O)c4cccs4)cccc3C(=O)N([C@@H](C)CO)C[C@H]2C)cc1,-42.1,-14.0,42.0,13.1
CN(C)C(=O)C[C@@H]1C[C@H]2c3cc(NC(=O)C4CCOCC4)ccc3O[C@H]2[C@@H](CO)O1,16.1,2.2,-27.8,-0.4
C[C@@H]1CN([C@H](C)CO)C(=O)c2cc(NC(=O)NC3CCCCC3)ccc2O[C@@H]1CN(C)Cc1ccc(-c2ccccc2)cc1,13.8,-0.7,48.3,-2.3

# (next part)
SMILES,Pf Dd2 growth,C diff HTS,Tcruzi prolif,GASC1 inh
C[C@@H]1CN([C@H](C)CO)C(=O)c2cc(NS(=O)(=O)c3ccc(Cl)cc3)ccc2O[C@@H](C)CCCCO[C@H]1CN(C)C(=O)Nc1ccccc1,-66.3,0.8,?,-0.4
Cc1noc(C)c1S(=O)(=O)Nc1ccc2c(c1)CC(=O)N([C@H](C)CO)C[C@H](C)[C@H](CN(C)S(=O)(=O)c1ccc(Cl)cc1)O2,-55.1,16.7,11.9,-0.9
Cc1noc(C)c1NC(=O)N(C)C[C@@H]1Oc2ccc(NC(=O)Cc3ccccc3)cc2CC(=O)N([C@H](C)CO)C[C@@H]1C,6.1,-0.2,22.8,-0.7
C[C@@H]1CN([C@@H](C)CO)C(=O)c2cc(NC(=O)CCC(F)(F)F)ccc2O[C@@H]1CN(C)C(=O)Nc1ccc(F)cc1,9.8,0.7,18.1,-1.2
C[C@H]1CN([C@@H](C)CO)C(=O)c2cc(NC(=O)Nc3cccc4ccccc34)ccc2O[C@H]1CN(C)Cc1ccncc1,2.5,2.6,66.9,0.4
C[C@@H]1CN([C@H](C)CO)C(=O)c2cccc(NC(=O)C3CCCCC3)c2O[C@@H]1CN(C)C(=O)Nc1ccccc1,-20.6,-5.4,35.9,5.0
CC(C)NC(=O)N(C)C[C@@H]1Oc2ccc(NS(=O)(=O)c3cn(C)cn3)cc2C(=O)N([C@@H](C)CO)C[C@H]1C,23.3,-0.2,37.5,-1.7
C/C=C/c1ccc2c(c1)O[C@@H](CN(C)Cc1ccccn1)[C@@H](C)CN([C@@H](C)CO)S2(=O)=O,5.4,-4.8,/,0.2
CCC(=O)N1C[C@@H](C)[C@@H](OC)CN(C)C(=O)c2ccc(NC(=O)Nc3ccccc3)cc2OC[C@H]1C,-26.7,-2.9,-25.2,4.1
O=C(CCN1CCCCC1)NCC[C@H]1CC[C@H](NC(=O)Cc2cccnc2)[C@H](CO)O1,10.0,/,15.4,74.8*
Cc1ccc(S(=O)(=O)Nc2ccc3c(c2)C(=O)N([C@H](C)CO)C[C@H](C)[C@H](CN(C)C(=O)Nc2ccc(C(F)(F)F)cc2)OCCCC[C@H](C)O3)cc1,-21.8,-0.5,100.6*,-0.1
O=C(Nc1ccc2c(c1)[C@@H]1C[C@H](CC(=O)N3CCc4ccccc4C3)O[C@@H](CO)[C@@H]1O2)Nc1ccccc1F,-27.1,4.3,/,-6.5
CC(C)NC(=O)N1CCCCN2[C@H](C1)[C@@H](c1ccc(C#Cc3ccccc3)cc1)[C@@H]2CO,4.1,11.5,76.3,-1.4
COc1cccc(C#Cc2cnc3c(c2)C(=O)N([C@H](C)CO)C[C@H](C)[C@@H](CN(C)C(=O)C2CCCCC2)O3)c1,-87.4*,28.0,101.1*,-2.0
Cc1noc(C)c1NC(=O)N[C@@H]1CC[C@@H](CC(=O)Nc2ccc(-c3ccccc3)cc2)O[C@H]1CO,-49.1,/,-29.1,-0.7
Cc1noc(C)c1NC(=O)Nc1ccc2c(c1)C(=O)N([C@@H](C)CO)C[C@@H](C)[C@H](CN(C)C(=O)C1CCCCC1)OCCCC[C@@H](C)O2,5.2,-6.7,-15.3,0.7
COc1cccc(-c2ccc([C@@H]3[C@@H](CO)N4CCCCN(CC5CCOCC5)C[C@@H]34)cc2)c1,-9.8,4.1,98.4*,/

# Screens deposited in PubChem by Broad Institute.
